# KDM5B inh: inhibitors of human KDM5B histone demethylase; actives 2.6% (n = 220,000); KDM5B demethylase, FDH-coupled NADH fluorescence (FDH is formaldehyde dehydrogenase); Potency, µM (titrated, usually from 57.7 µM), for the others: top-dose activity change, negative = inhibition, usual class: inhibitors; active = well fitted inhibition curve with a large enough effect; inconclusive = small, poorly fitted or top-dose-only effect; inactive = no such curve, though single readings can be large or run the other way; note: 0% is about no effect; nearly all actives have a fitted effect of over 70% in size
#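 Measured: NADH fluorescence change, 30 min, RT. System: KDM5BΔAP 200 nM final, H3K4me3 peptide, α-KG, Fe(II), ascorbate, NAD⁺ plus FDH, pH 7.5 HEPES. Compounds: titrated, 10 min pre-incubation with enzyme.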
# Active calls of the source: *; ? = inconclusive; & = joins results of further samples; [ ] = remark or other dose. Potency is the fitted concentration of half-maximal effect. This is a subset; rates above refer to the full screens.
KDM5B inh,Structure
-16%,CC(=O)c1c(C)[nH]c(C(=O)NOCc2ccccc2)c1C
2%,N#CC1=C(N)Oc2c(oc(CO)cc2=O)C1c1cccc(Oc2ccccc2)c1 (stereo not given)
-15%,CCOC(=O)COc1cccc2c(=O)n(CC(=O)NCc3ccc(F)cc3)ccc12
25%,O=C(Cc1ccc(Br)cc1)NCCN1CCOCC1
5%&-16%,COC(=O)c1cc(S(=O)(=O)NCC2CCN(Cc3cc(C)ccc3C)CC2)c[nH]1
14%,Cc1ccccc1NC(=O)COC(=O)c1cccc2c(=O)c(C)c(-c3ccccc3)oc12
3%,Cc1ncoc1C(=O)N1C[C@@H](COCC2CC2)[C@H](c2ccccn2)C1
3%,CN(C)c1cccc(C(=O)N2CCC3(CC2)NC(=O)N(c2cccc(F)c2)N3)c1
9%,CC(=O)c1ccc(S(=O)(=O)Nc2cc(Cl)ccc2C(=O)N(C)C)cc1
24%,O=C(Nc1cccc(OCc2ccncc2)c1)c1ccc[n+]([O-])c1
15%,CC(=O)c1c(C)oc2c(Br)cc(NS(=O)(=O)c3ccc(Cl)c(C)c3)cc12
-6%,CCOC(=O)c1[nH]c(C)c(CCC(=O)NCc2ccccc2)c1C
-3%,O=C(CCc1c[nH]c2ccccc12)N1CCC(c2c[nH]c3ccccc23)CC1
-14%,O=C(c1ccc2c(c1)CCN2S(=O)(=O)c1ccc(Cl)cc1)N1CCN(c2ccccc2F)CC1
-14%,CNc1cc(C)nc2c(-c3ccc(OC)c(OC)c3)c(C)nn12
12%,Cn1c(=O)c2c(nc(CN3CCCCC3)n2CCCO)n(C)c1=O
21%,COc1cc(/C=C/C(=O)c2ccc(OC(=O)c3cccs3)cc2)cc(OC)c1OC
-6%,Cc1ccc(NC(=O)CN2CCN(C(=O)CCc3ncc(-c4ccccc4)o3)CC2)cc1
-3%,COc1ccc(-c2cc(C(=O)Nc3ccc4c(c3)OCO4)on2)cc1OC
-13%,Cc1ccc(C(=O)N(Cc2ccc(N(C)C)cc2)Cc2ccco2)cc1
-9%,CC(C)(C)c1ccccc1OCC(=O)Nc1cccc(C#N)c1
?,CCNC(=O)c1ccc(C)c(-n2c(C)nc3cccnc32)c1
14%,NC(=O)CN1C(=O)C2(SCC(=O)N2c2cccc(F)c2)c2ccccc21 (stereo not given)
?,CCCCc1ccc(NS(=O)(=O)c2cc3c4c(c2)CC(=O)N4CCC3)cc1
-9%,COc1ccc(Nc2nc3ccccc3n3c(N)nnc23)cc1
6%,COc1ccc(CNC(=O)Cn2c(-c3ccc(F)cc3)nc(C)c(CCO)c2=O)cc1OC
?,CCc1ccc2oc(-c3ccc(C)c(NC(=O)Cc4ccccc4)c3)nc2c1
-15%,COc1cccc(-n2cnnc2SC(C)C(=O)Nc2ccc(C(C)C)cc2)c1 (stereo not given)
20%,Cc1cnc(NC(=O)CCc2ccc(S(N)(=O)=O)cc2)s1
?,Cc1ccc(NC(=O)c2ccccc2Oc2ccccc2)cc1S(=O)(=O)N(C)C
6%,CC(C)OC(=O)c1ccc(NC(=O)CCc2ncc(-c3ccc(F)cc3)o2)cc1
-8%,COc1ccc(OC)c(CNC(=O)CN(C(=O)C2=C(C)OCCS2)c2ccc(Cl)cc2)c1
-16%,COc1ccccc1-c1coc2cc(OC(=O)C(C)(C)C)ccc2c1=O
14%,CC(C)CNC(=O)OCc1cn(Cc2ccccc2Cl)nn1
-8%,OCC1(CC2CC2)CCCN(Cc2ccc(C(F)(F)F)nc2)C1 (stereo not given)
-8%,O=C(CSc1ncnc2scc(-c3ccccc3)c12)Nc1ccc(F)cc1
13%,CN(CC#CC1(C)CCCC(C)(C)O1)Cc1ccccc1 (stereo not given)
?,COc1ccccc1CNC(=O)c1ccc2c(c1)N(C)C1CCCCN1C2=O (stereo not given)
24%,Cc1noc([C@@H]2CN(C(=O)CCC(C)C)C[C@H]2CO)n1
-8%,COc1ccccc1N1CCN(C(=O)CSc2nc3ccccc3nc2Cc2ccc(F)cc2)CC1

# Retrieved one by one from the list above (seven):
KDM5B inh,Structure
-8%,OCC1(CC2CC2)CCCN(Cc2ccc(C(F)(F)F)nc2)C1 (stereo not given)
-16%,COc1ccccc1-c1coc2cc(OC(=O)C(C)(C)C)ccc2c1=O
-8%,COc1ccccc1N1CCN(C(=O)CSc2nc3ccccc3nc2Cc2ccc(F)cc2)CC1
24%,Cc1noc([C@@H]2CN(C(=O)CCC(C)C)C[C@H]2CO)n1
14%,CC(C)CNC(=O)OCc1cn(Cc2ccccc2Cl)nn1
-8%,O=C(CSc1ncnc2scc(-c3ccccc3)c12)Nc1ccc(F)cc1
13%,CN(CC#CC1(C)CCCC(C)(C)O1)Cc1ccccc1 (stereo not given)

# Later entries.
KDM5B inh,Structure
-12%,CC(=O)OCc1cnc(C)c2oc(=O)c(C(=O)Nc3cccc(F)c3)cc12
3%,C=CCNc1nc(-c2c(C(=O)OC)c(C)n(C3CC3)c2C)cs1
4%,COc1ccc(C(=O)Nc2oc3ccccc3c(=O)c2-c2ccc(OC)c(OC)c2)cc1
24%,O=C(Nc1ccc(O)c(-c2nc3ccccc3o2)c1)c1cccc(F)c1
-4%,COc1ccc(-c2noc(CC3CCN(C(=O)CCCc4ccccc4)CC3)n2)cc1
14%,Cc1ccc(NC(=O)c2nnc(C(=O)N3CCC(CC(=O)N4CCCCC4)CC3)s2)cc1
0%,COc1ccc(N(C(=O)c2cccs2)S(=O)(=O)c2ccc3c(c2)n(C)c(=O)n3C)cc1
-15%,O=C(c1ccccn1)N1CCC2(CCCCO2)CC1
?,CC(=O)Nc1cccc(-c2cc(-c3c(Cl)cccc3Cl)no2)c1
19%,CN(C)C(CNC(=O)c1sc2ccccc2c1Cl)c1ccco1 (stereo not given)
-5%[86.2 µM],Cc1noc2c(NC3CCN(C)CC3)cc(-c3ccccc3)nc12
-17%,Cc1ccsc1[C@@H]1CCN(C(=O)CCc2ccc(F)cc2F)C[C@H]1O
-11%,CCOC(=O)c1noc2ncn(Cc3cccc(C#N)c3)c(=O)c12
10%,Cc1cc(C(=O)N2CC[C@@](O)(C3CCOCC3)[C@H](C)C2)ccc1F
-23%,CCc1ccccc1NS(=O)(=O)c1ccc2[nH]cc(C(=O)N(CC(C)C)CC(C)C)c(=O)c2c1
17%,O=C(Nc1ccccc1Cl)C12CC3CC(CC(Cl)(C3)C1)C2
-5%,CCOc1ccc(-n2c(SCC(=O)Nc3cccc(Cl)c3)nc3c(oc4ccccc43)c2=O)cc1
?,N#Cc1nc(-c2ccc(F)cc2)oc1NCc1ccccc1Cl
-13%,CCn1nccc1C(=O)N1CCC2(CC1)N=C(c1ccc(C)cc1)NO2
-17%,N#Cc1ccccc1CN1CCN(c2nccc(CCC(F)(F)F)n2)CC1
?,Cc1nc2ccc(Cl)cn2c1C(=O)NC1CCOC2(CCOCC2)C1 (stereo not given)
?,Cn1c(C(=O)NCc2cccc(Cl)c2)cc2oc3ccccc3c21
?,Cc1ccc(CN(C(=O)COc2ccc(Cl)c(C)c2)C2CCS(=O)(=O)C2)o1 (stereo not given)
-2%,CCOc1ccc(-n2c(SCc3nc(-c4ccc(OC)cc4)no3)nnc2-c2ccncc2)cc1
?,CCn1c2ccccc2c2cc(CNCCc3c[nH]c4ccccc34)ccc21
3%,COC(=O)c1ccc(C(=O)Nc2ccc(O)c(-c3nc4ccccc4o3)c2)cc1
?,CC(=O)N1CCc2c(sc(NC(=O)CSc3ccc(F)cc3)c2-c2nc3ccccc3s2)C1
2%,CCn1c(CC2CCNCC2)nn(Cc2csc(-c3ccccc3)n2)c1=O
?,COCC(=O)NC[C@H]1CCN(C2CCSCC2)C[C@H]1N(C)C
-21%,CNC(=S)N/N=C(/C)c1ccc(C)c([N+](=O)[O-])c1
?,CC(=O)Nc1ccc(C2Sc3ccccc3NC3=C2C(=O)c2ccccc23)cc1 (stereo not given)
-17%,OCC1CN(c2ccncn2)CC12CCN(Cc1ccncc1F)CC2 (stereo not given)
27%,Cc1cccn(Cc2c(F)cccc2Cl)c1=O
-5%,NC(=O)C1CCN(C(=O)c2ccc3ccccc3n2)CC1
-11%,CN1CCN(C(CNC(=O)C(=O)Nc2ccccc2)c2ccc3c(c2)OCO3)CC1 (stereo not given)
?,Cc1ccc(NC(=O)C2CCCN(c3ncnc4c3nc3n4CCCCC3)C2)cc1F (stereo not given)
?,CCOc1ncccc1CNC(=O)c1nccnc1N
?,CN(Cc1ccccc1)c1oc(-c2cccc(Cl)c2)nc1C#N
-2%,CCOc1ccc(CC(=O)N2CCN(c3cc(-c4ccccc4)[nH]n3)CC2)cc1
-31%,CN(C)C[C@@H]1CN(S(C)(=O)=O)C[C@H]1NC(=O)c1ccsc1
?,Cc1ccc(S(=O)(=O)N[C@H]2C[C@@H](c3nc(-c4ccc5c(c4)OCO5)no3)N(C)C2)cc1
0%,O=C(CSc1ncc(S(=O)(=O)c2ccc(Cl)cc2)c(=O)[nH]1)Nc1cccc(C(F)(F)F)c1
-7%[86.2 µM],C=CCO[C@@H]1C[C@H]2C(=O)Nc3ccc(-c4ccccc4)cc3C(=O)N2C1
7%,CC(NC(=O)c1ccc(Cl)o1)c1ccc(C(F)(F)F)cc1 (stereo not given)
9%,NC(=O)CN1CCC(NC(=O)c2cccc(F)c2)CC1
-16%,O=C(Cn1cc(SCc2ccc(Br)cc2)c2ccccc21)N1CCCCC1
15%,O=C(c1ccc(Cn2nnc3ccccc32)cc1)N1CCN(S(=O)(=O)c2ccc(F)cc2)CC1
?,CCn1nccc1C(=O)N1CC(Oc2ccccc2-c2nc(CCOC)no2)C1
?,Cc1ncc2c(c1CNC(=O)c1ccccc1OC(F)F)CCNC2
?,CC(C)OCCCNC(=O)c1ccc2c(c1)N(S(C)(=O)=O)CC2
40%,O=C1CC(c2nc(-c3ccc4nc[nH]c4c3)no2)CN1Cc1ccncc1 (stereo not given)
-4%,NCc1cc(Cl)c2c(c1)OCCCO2
?,Fc1ccc(CN2CCN(C3CCNC3)CC2)cc1Cl (stereo not given)
2%,Fc1ccc(C2=Nn3c(nnc3-c3ccccn3)SC2)cc1
24%,Cc1ccc(-c2nnc(C3CN(C(=O)C4CCCCC4)CC34CCOCC4)o2)cc1 (stereo not given)
-6%,CC(Oc1ccc(Cl)cc1Cl)c1nc(-c2ccncc2)no1 (stereo not given)

# (listing goes on)
KDM5B inh,Structure
9%,O=C([C@@H]1C[C@H](Oc2ccccc2)CN1S(=O)(=O)c1cccc(F)c1)N1CCOCC1
-24%,Cc1ccc(C(=O)Nc2ccc3ncnc(N4CCCCC4)c3c2)s1
19%,O=C(C1CCN(Cc2ccco2)CC1)N1CCC2(CCCNC2=O)C1 (stereo not given)
-23%,CC1(C)OC(=O)C(=NNc2ccccc2C(=O)O)C(=O)O1
?,CCN(CC)c1nc2ccccc2nc1C(C#N)S(=O)(=O)c1ccc(C)cc1 (stereo not given)
-2%,CC(C)c1ccc(NC(=O)CS(=O)(=O)c2cccc3nsnc23)cc1
-17%,Cc1cc(=O)c(C(=O)O)nn1-c1ccccc1Cl
14%,CCC12CN3CC(CC)(CN(C1)C3c1ccc(O)c(OC)c1)C2O (stereo not given)
?,COc1ccc(NCc2nc3ccccc3n2CCOc2ccccc2C)cc1
?,Cc1ccc2c(c1)-c1ccccc1C2=Nc1cccc2ccccc12
?,Cc1ccc(S(=O)(=O)Nc2nc3n(n2)C(c2ccc(F)cc2)C=C(c2ccccc2)N3)cc1 (stereo not given)
6%,COc1ccc(-c2csc(NC(=O)c3nn(C(C)C)c(=O)c4ccccc34)n2)cc1
?,Cc1ccc2nc(CN3CCN(S(=O)(=O)c4cccc(C(F)(F)F)c4)CC3)cn2c1
-5%,CCn1ccc(C(=O)NCC2CCCCC(=O)N2)n1 (stereo not given)
-29%,CC(c1nccs1)N(C)c1nc2nonc2nc1N(C)C (stereo not given)
5%,CC(C)SCC(=O)N1CCCn2nc(C(=O)Nc3ccccc3)cc2C1

# Ordered by molecular weight (ascending): six of the compounds above.
KDM5B inh,Structure
-5%,CCn1ccc(C(=O)NCC2CCCCC(=O)N2)n1 (stereo not given)
-29%,CC(c1nccs1)N(C)c1nc2nonc2nc1N(C)C (stereo not given)
?,Cc1ccc2c(c1)-c1ccccc1C2=Nc1cccc2ccccc12
14%,CCC12CN3CC(CC)(CN(C1)C3c1ccc(O)c(OC)c1)C2O (stereo not given)
6%,COc1ccc(-c2csc(NC(=O)c3nn(C(C)C)c(=O)c4ccccc34)n2)cc1
?,Cc1ccc2nc(CN3CCN(S(=O)(=O)c4cccc(C(F)(F)F)c4)CC3)cn2c1

# Later entries.
KDM5B inh,Structure
14%[86.2 µM],CCNC(=O)O[C@@H]1CO[C@H]2[C@@H]1OC[C@@H]2NC(=O)c1ccccn1
-17%[86.2 µM],OCc1cc(CC2(NCc3cc4ccccc4o3)COC2)no1
14%,CNC(=O)[C@H]1C[C@H](Oc2cccnc2)CN1C(=O)Cc1cccc(C)c1
-14%,CCOC(=O)C1=CN(CC(=O)Nc2ccc(C)cc2C)S(=O)(=O)N=C1C
?,Cc1ccc(N2CCN(C(=O)c3ccc4c(c3)N(C)C3CCCCN3C4=O)CC2)cc1 (stereo not given)
15%,Cc1ccc(N2CCC(NC(=O)c3cc(F)cc(F)c3)C2=O)cc1 (stereo not given)
?,COc1ccc(-c2c(C)c3ccc(O)c(CN4CCCCC4)c3oc2=O)cc1OC
-7%,COCCCN(C)Cc1cccc(OC)c1
-2%[86.2 µM],CCN(CC)C1(Cc2cc(COc3ccccc3)on2)COC1
15%,O=S(=O)(Nc1ccc(Br)cc1)c1cccc2nonc12
?,CN(CCCC1CCCC1)C(=O)CC1C(=O)NCCN1Cc1cccc(F)c1F (stereo not given)
-13%,CN(C)S(=O)(=O)c1ccc(SCC(=O)N2CC(=O)Nc3ccccc32)nc1

# Screening results: PubChem BioAssay, National Center for Advancing Translational Sciences (NCATS)
